# Source: PubChem BioAssay
# SIRT5 inh = blocks human SIRT5 desuccinylation of peptide | Q9NXA8 | Purified SirT5, succinyl-peptide AMC, trypsin-coupled fluorescence | inhibition, % at 15 µM | actives 1.1% (n = 330,000) | AID 652115; in the data active means inhibition above about 15%
# Target sequence (Q9NXA8 whole entry, looked up): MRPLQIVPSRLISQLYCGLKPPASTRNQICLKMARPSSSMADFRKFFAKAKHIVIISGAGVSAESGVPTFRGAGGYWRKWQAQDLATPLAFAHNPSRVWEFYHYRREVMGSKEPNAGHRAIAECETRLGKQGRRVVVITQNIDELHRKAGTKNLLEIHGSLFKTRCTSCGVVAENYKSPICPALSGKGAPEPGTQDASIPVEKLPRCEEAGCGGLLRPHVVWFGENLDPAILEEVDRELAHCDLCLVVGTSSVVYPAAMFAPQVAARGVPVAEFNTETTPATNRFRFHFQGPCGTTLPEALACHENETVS
# ERp5 inh = blocks human ERp5 reductase activity on insulin | Q15084 | ERp5 insulin aggregation, absorbance 650 nm, 90 min | inhibition, % at 9.99 µM | actives 0.05% (n = 350,000) | AID 651711;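 active means mean replicate inhibition above about 25%, with every replicate also reaching it, limit read from the data, passing the limit was not always enough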
# Target sequence (Q15084 whole entry, looked up): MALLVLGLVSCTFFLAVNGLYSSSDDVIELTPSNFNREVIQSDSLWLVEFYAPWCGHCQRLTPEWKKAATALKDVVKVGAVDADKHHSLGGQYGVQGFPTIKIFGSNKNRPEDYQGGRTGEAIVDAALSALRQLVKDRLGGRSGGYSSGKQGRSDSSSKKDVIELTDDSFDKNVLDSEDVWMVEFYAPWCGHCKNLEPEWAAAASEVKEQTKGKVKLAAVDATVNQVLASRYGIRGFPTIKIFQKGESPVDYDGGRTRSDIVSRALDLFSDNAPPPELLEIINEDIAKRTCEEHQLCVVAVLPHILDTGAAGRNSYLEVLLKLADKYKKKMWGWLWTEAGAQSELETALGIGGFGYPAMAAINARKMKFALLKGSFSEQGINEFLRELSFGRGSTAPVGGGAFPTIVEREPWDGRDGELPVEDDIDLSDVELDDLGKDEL
# Statin myotox sup = protects C2C12 myotubes from simvastatin toxicity; ATP luminescence, 48 h; scaled: DMSO 0, geranylgeraniol control 100; rescue of ATP level, % at 7.49 µM; actives 0.78% (n = 330,000);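 active means mean ATP rescue above about 67%, or every replicate alone reaching that limit, limit read from the data, passing the limit was not always enough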;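 further: myotubes were challenged with 10 µM simvastatin during compound exposure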
# miR122 inh = miR-122 inhibition in Huh7 cells; Huh7 miR-122 Renilla luciferase sensor, 48 h; neutral wells = 0, positive control = 100; activation (reporter increase), % at 12.5 µM; actives 0.3% (n = 340,000); AID 602342;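 active means mean replicate activation score at least 90 and every replicate individually at or above 90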;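 further: higher luciferase means less miR-122 activity so hits act as miR-122 inhibitors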
# esBAF inh = SWI/SNF esBAF complex inhibition; reporter increase, % at 12.5 µM; actives 2% (n = 350,000); mouse ES cells, Bmi1-luciferase knock-in reporter, 24 h; 100% = twice the neutral-well signal; in the data active means activation above about 40%;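 further: 0% = median of the plate's neutral control wells and 100% = double that signal; a rise in the Bmi1 reporter signal indicates esBAF inhibition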
# Cneo AK release = causes C. neoformans cell lysis; adenylate kinase release luminescence, 4 h; normalised: neutral wells 0, clomiphene wells 100; lysis activity, % at 15 µM; actives 0.2% (n = 360,000);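 active means mean lysis activity across replicates of at least 80%, whatever share of replicates individually reach that level; inactive means mean lysis activity below 80%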
#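 Test system: log-phase Cryptococcus neoformans yeast cells; Quantity: yeast cell density of 5 × 10^6 cells/mL; Buffer or medium: YPD; Doses: single compound concentration per well; Timing: 4 h at 37 °C static, read 1 h later; Measured by: AK luminescence; Read-out basis: lysis from increased AK signal; Control set: Clomiphene as positive control.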
# ARNT TACC3 PPI = ARNT/TACC3 interaction disruption; Q9Y6A5; AlphaScreen His-ARNT PAS-B/GST-TACC3 binding, luminescence; TACC3 fragment carries E629A point mutation; inhibition, % at 9.99 µM; actives 0.66% (n = 390,000);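 active means mean inhibition of replicates at least 50% and at least half of replicates each reaching 50%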;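 further: 0% = complete ARNT plus TACC3 wells and 100% = ARNT alone without TACC3; many hits fall short of the cut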
# Starred values were filed as active, the others as inactive; · = no result given; & = joins results of further samples; [ ] = another dose, or the depositor's remark.
SMILES	SIRT5 inh	ERp5 inh	Statin myotox sup	miR122 inh	esBAF inh	Cneo AK release	ARNT TACC3 PPI
C=C(C)Cn1c(N(CCO)Cc2ccccc2)nc2c1c(=O)[nH]c(=O)n2C	·	0	1	-8	-9	-2	-5
CC1CC(NNC(=O)c2ccccc2)=Nc2ccccc2N1C (configuration not stated)	·	·	·	-1	·	-4	-1
Cc1ccc(C(=O)CCC(=O)N(C)CC(=O)Nc2c(Cl)cccc2Cl)cc1	-1	6	-2	0	3	8	-4
c1ccc(N2CCN(Cc3ccc4c(c3)OCO4)CC2)nc1	-3	1	0	1	0	5	·
COc1ccc(NC(=O)CN(C)C(=O)c2cccc(S(=O)(=O)Nc3ccccc3Cl)c2)cc1	-1	-3	6	·	2	-4	11
CNS(=O)(=O)c1cccc(C(=O)OCC(=O)Nc2cc(F)ccc2F)c1	-3	1	4	0	-1	1	2
O=C(NCCc1ccncc1)Nc1ccccc1	·	·	-7	0	2	2	0
O=C(O)C(Cc1cn[nH]n1)=NO	·	·	2	1	-4	5	-3
CN(C)N1C(N)=C(C#N)C(c2ccc(F)cc2)C2=C1CCCC2=O (configuration not stated)	-1	3	-18	·	-4	-1	7
CC1(C)CC2(C)OCCN2C(=S)N1 (configuration not stated)	-3	-5&1	5	·	3	-2	-5
C[C@H]1CN([C@@H](C)CO)C(=O)c2cc(NC(=O)Cc3cn(C)c4ccccc34)ccc2O[C@@H]1CN(C)Cc1ccc(Cl)c(Cl)c1	23*	5	41	0[16.7 µM]	3	1	15
CCC(Sc1ccc2nnc(-c3cccnc3)n2n1)C(=O)O (configuration not stated)	-2	1	-8	-2	0	2	1
CCCNC(=O)C[C@H]1CC[C@@H]2[C@H](COC[C@@H](O)CN2C(=O)C2CCOCC2)O1	8	2	-7	-1[16.7 µM]	-2	3	8
O=C(CSCc1ccc(Cl)cc1)Nc1cccc(C(=O)O)c1	10	6	-5	6	5	4	-7
NC(=O)COC(=O)[C@H](Cc1c[nH]c2ccccc12)NC(=O)c1ccc(F)cc1	0	1	4	·	2	-3	-3
CCOC(=O)c1c(-n2cnnn2)sc2c1CCCC2	-5	-1	·	·	·	·	-2
O=C(CCCc1ccccn1)c1ccc(-c2ccccc2)cc1	·	-7	8	-1	55*	-5	-5
CCOC(=O)Cc1csc(NS(=O)(=O)c2cc(Cl)ccc2Cl)n1	·	2	2	-2	4	1	-3
COC(=O)CCC(=O)N(C)CC1CCCN(CCc2cccc(C(F)(F)F)c2)C1 (configuration not stated)	13	5	-2	-1	-6	1	-4
C/C=C/c1ccc2c(c1)O[C@@H](CN(C)C(=O)c1ccccc1F)[C@@H](C)CN([C@@H](C)CO)S2(=O)=O	0	-1	23	3[16.7 µM]	4	-4	-15
c1ccc(C2Nc3ccccc3-c3nc4ccccc4n32)cc1 (configuration not stated)	·	·	-9	2	45*	-1	-11
Cc1noc(C)c1S(=O)(=O)Nc1cccc2c1O[C@H](CN(C)Cc1ccc(C(=O)O)cc1)[C@@H](C)CN([C@@H](C)CO)C2=O	4	-2	·	-1[16.7 µM]	-3	3	-1
Cc1ccccc1C(=O)NCC(=O)NCC1(N2CCOCC2)CCCCC1	-4	1	·	8	·	·	4
CC(CNS(=O)(=O)c1cc(Cl)ccc1Cl)CN(C)C (configuration not stated)	·	·	·	-1	8	-1	-1
O=C(O)C1CC=CCC1C(=O)N1CCc2ccccc21 (configuration not stated)	·	·	27	-5	-2	0	-1
CC(NC(=S)NC(=O)c1ccccc1Br)c1ccccc1 (configuration not stated)	1	0	4	7	-5	8	-3
O=C(c1cc2c(F)cccc2s1)N1CCCC1	-1	3	15	3	12	·	-7
COc1ccc(N2C(=O)CC(c3ccc(OC(C)C)cc3)C2=O)cc1 (configuration not stated)	-3	5	-3	-2	-10	-2	1
C[C@H]1CCC(=O)N([C@H](COc2ccccc2)Cc2ccccc2)CC1	1	-3	-1	19	-3	2	-2
Cc1ccc2nc(SCC(=O)Nc3ccccc3N3CCOCC3)c(C#N)cc2c1	·	·	-79	23	-3	-1	-3

# A different layout for some results above.
# Sequence of screens – SIRT5 inh | ERp5 inh | Statin myotox sup | miR122 inh | esBAF inh | Cneo AK release | ARNT TACC3 PPI
> CCCNC(=O)C[C@H]1CC[C@@H]2[C@H](COC[C@@H](O)CN2C(=O)C2CCOCC2)O1
  8 | 2 | -7 | -1[16.7 µM] | -2 | 3 | 8
> O=C(CCCc1ccccn1)c1ccc(-c2ccccc2)cc1
  · | -7 | 8 | -1 | 55* | -5 | -5

# Complete entries, quoted from the list.
# CCCNC(=O)C[C@H]1CC[C@@H]2[C@H](COC[C@@H](O)CN2C(=O)C2CCOCC2)O1 is listed as SIRT5 inh: 8; ERp5 inh: 2; Statin myotox sup: -7; miR122 inh: -1[16.7 µM]; esBAF inh: -2; Cneo AK release: 3; ARNT TACC3 PPI: 8
# C[C@H]1CCC(=O)N([C@H](COc2ccccc2)Cc2ccccc2)CC1 is listed as SIRT5 inh: 1; ERp5 inh: -3; Statin myotox sup: -1; miR122 inh: 19; esBAF inh: -3; Cneo AK release: 2; ARNT TACC3 PPI: -2
# CNS(=O)(=O)c1cccc(C(=O)OCC(=O)Nc2cc(F)ccc2F)c1 is listed as SIRT5 inh: -3; ERp5 inh: 1; Statin myotox sup: 4; miR122 inh: 0; esBAF inh: -1; Cneo AK release: 1; ARNT TACC3 PPI: 2

# Additional structures
SMILES	SIRT5 inh	ERp5 inh	Statin myotox sup	miR122 inh	esBAF inh	Cneo AK release	ARNT TACC3 PPI
COc1cccc(Nc2n[nH]c(=S)s2)c1	2	2	·	·	·	·	7
COc1ccc(NC(=O)C2CCCO2)cc1 (configuration not stated)	·	·	2	-5	2	0	-4
COc1cc(/C=C2\S/C(=N/S(=O)(=O)c3ccccc3)NC2=O)c([N+](=O)[O-])cc1OC	·	·	5	5	-14	1	9.7*
CO[C@H]1CN(C)C(=O)c2cc(NC(=O)Nc3ccccc3)ccc2OC[C@H](C)N(C(=O)Nc2c(C)noc2C)C[C@@H]1C	-1	-2	1	·	0	-15	-8
COc1cccc(CNC(=O)C2CCN(S(=O)(=O)N3CCC(C)CC3)CC2)c1	1	3	-7	8	-6	0	-26
O=C(CCn1nnc2ccccc2c1=O)N[C@H](C(=O)O)c1ccccc1	·	·	·	3	-10	0	1
O=C(COc1ccccc1F)OCC(=O)N1CCc2ccccc21	6	-5	2	·	-9	3	20
C[C@@H]1CN([C@H](C)CO)C(=O)Cc2cc(NC(=O)Nc3ccc(F)cc3)ccc2O[C@H]1CN(C)Cc1ccc2c(c1)OCO2	-6	-4	4	-4[16.7 µM]	5	-4	10
CC(=O)c1cccc(NC(=O)COc2nsnc2N2CCOCC2)c1	·	·	·	25	2	-1	-1
COc1ccccc1C(CNC(=O)c1cccc(NS(=O)(=O)c2ccc(C)c(F)c2)c1)N1CCCC1 (configuration not stated)	-3	0	-28	·	·	0	2
C[C@@H]1CN([C@@H](C)CO)C(=O)c2cc(-c3cccc(C#N)c3)cnc2O[C@@H]1CN(C)C(=O)C1CCCCC1	0	-2	-1	3[16.7 µM]	-1	0	-8
COc1cccc(OC)c1OCCNCC1CSc2ccccc2O1 (configuration not stated)	-5	1	-1	5	-5	0	-2
CCc1ccc(NC(=O)C2CCN(c3ncnc4c3nc3n4CCCCC3)CC2)cc1	-3	-8	-6	-2	13	-3	5
Cc1cc(C)cc(NC(=O)Cn2nnc(C(=O)NCCc3ccccc3)c2N)c1	-2	-9	21	-7	7	3	0
CN(C)CCCN(Cc1ccccc1)C(=S)Nc1ccc(F)c(Cl)c1	4	0	-4	-3	-1	0	2
COc1ccccc1NC(=O)c1ccc2c(c1)CCN2S(C)(=O)=O	-2	0	-6	8	4	0	-3
Cc1cccc(N(CC(=O)NCC2CCCO2)C(=O)CCC(=O)Nc2cc(C)on2)c1 (configuration not stated)	·	·	-5	0	-5	1	-1
CCOc1ccc(CNC(=O)c2nnc(CS(=O)(=O)c3ccccc3)o2)cc1OC	6	-3	-1	-7	-11	1	-2
Cc1cccc(CSc2nnc(-c3ccco3)o2)c1	0	7	·	·	·	·	-8
Cn1c(=O)c2c(nc(NCCCO)n2Cc2cccc(C(F)(F)F)c2)n(C)c1=O	5	6	0	·	13	0	-2
O=C(Nc1cccc(F)c1)N1C[C@@H]2[C@H](c3ccccc31)[C@H](CO)N2C(=O)c1ccccn1	6	-6	-15	-17[16.7 µM]	6	-5	-17
COc1ccc(C2(O)CCN(C(=O)NC3CCCCC3)CC2)cc1	·	·	10	3	8	11	-3
Cc1ccc(C(=O)Nc2ccccc2C(=O)NCc2ccco2)cc1S(=O)(=O)N1CCCCC1	·	·	-3	68	16	-5	-7
Cc1cccc(C)c1NC(=O)CN(C)C(=O)c1cccc(S(=O)(=O)N2CCN(c3ccccc3)CC2)c1	-3	6	·	·	·	0	3
COC(=O)Nc1nc2ccc(Br)cc2s1	-2	-10	-4	-2	28	·	5
Cc1noc(C)c1NC(=O)Nc1ccc2c(c1)C(=O)N([C@H](C)CO)C[C@@H](C)[C@@H](CN(C)Cc1ccc3c(c1)OCO3)OCCCC[C@@H](C)O2	·	·	·	2[16.7 µM]	-3	-2	-3
Cc1noc(C)c1NC(=O)N(C)C[C@H]1Oc2ncc(/C=C/c3ccccc3)cc2C(=O)N([C@@H](C)CO)C[C@@H]1C	-15	2	3	-5[16.7 µM]	0	3	-3
C[C@H](CO)N1C[C@H](C)[C@@H](CN(C)C(=O)C2CCCCC2)Oc2cc(C3=CCCCC3)ccc2S1(=O)=O	10	-9	-19	42[16.7 µM]	2	0	14
CC(=O)Nc1c(Cl)cc(Cl)c2c1Cc1cc(Cl)ccc1-2	·	-1	-2	0	-8	-4	-10
C[C@@H]1CN([C@@H](C)CO)C(=O)c2cc(NC(=O)Nc3cccc4ccccc34)ccc2O[C@@H]1CN(C)S(=O)(=O)c1ccc(F)cc1	2	2	35	16[16.7 µM]	-5	54	3
